# Compound activity deposited in PubChem BioAssay by National Center for Advancing Translational Sciences (NCATS).
# Chronic BCR inh – blocks chronic active B-cell receptor signaling. AID 493014. hit rate 0.05% among 340,000. Potency, µM (series often up to 46.1 µM), for inactives: top-dose ratio change, negative = lower green/red ratio, actives largely listed as inhibitors. ABC-DLBCL IkBa-CBG/CBR reporter, luminescence ratio, 4 h; active means well fitted inhibition curve with a large enough effect in the signal ratio, with a control signal flat, not every such curve was filed as active; inconclusive means small, poorly fitted or top-dose-only effect, or effect the other way, or a change in a side signal; the % refers to the signal ratio;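 further: potency means the concentration at half of the fitted maximal effect; plate controls were basal doxycycline-induced cells for no effect and cells given 10 µM MG132 for full effect; MG132 reads +100%, hits lower the ratio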
#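 Doxycycline induced both beetle luciferases in TMD8 lymphoma cells; IKK-driven degradation limits the IkappaBalpha-fused green signal, while red luminescence normalises for cell number and nonspecific effects. Compounds tested up to 46 uM, 4 hrs.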
# Giardia killer – Giardia lamblia killing; Giardia lamblia trophozoite viability; activity change, % at 7.66 µM, hits read low; hit rate 0.15% among 340,000; AID 540267; in the data active means activity change below about -80%; inconclusive means between about -30% and that limit;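 further: parasites exposed to compound for two days anaerobically before the ATP read; on the % scale 0 is the no-effect control and ±100 the full control effect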
#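 Compounds were tested on trophozoites seeded at 100 cells/well and held 48 hrs at 37 deg C anaerobically. An ATP-based luminescent kit measured the remaining live cells.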
# Tb PFK block – inhibitors of T. brucei phosphofructokinase; T. brucei PFK, ADP-Glo luminescence; hit rate 0.17% among 330,000; O15648; Potency, µM (highest dose often 57.5 µM), without a hit: at the top dose activity, negative = inhibition, usual class: inhibitors;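 further: potency means the concentration at half of the fitted maximal effect; 0% = uninhibited 1x PFK enzyme wells and -100% = no-enzyme wells; nearly all actives have a fitted effect of over 60% in size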
# Target sequence (O15648 whole entry, looked up): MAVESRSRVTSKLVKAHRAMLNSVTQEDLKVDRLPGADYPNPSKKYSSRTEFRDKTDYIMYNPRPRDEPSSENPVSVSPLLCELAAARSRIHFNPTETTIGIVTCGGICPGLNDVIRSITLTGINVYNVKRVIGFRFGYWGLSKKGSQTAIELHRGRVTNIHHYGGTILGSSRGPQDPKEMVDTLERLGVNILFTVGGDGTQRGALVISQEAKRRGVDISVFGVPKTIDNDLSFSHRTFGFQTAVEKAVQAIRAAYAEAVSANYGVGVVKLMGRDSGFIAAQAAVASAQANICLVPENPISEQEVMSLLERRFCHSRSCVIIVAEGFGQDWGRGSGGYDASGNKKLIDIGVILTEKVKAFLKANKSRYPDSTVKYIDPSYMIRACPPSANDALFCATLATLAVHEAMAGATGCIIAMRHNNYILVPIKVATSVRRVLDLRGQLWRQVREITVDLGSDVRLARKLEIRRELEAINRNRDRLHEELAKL
#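 ADP-Glo luminescence quantified ADP after 45 min at room temperature, with 1.25 nM T. brucei PFK, 0.1 mM ATP and 0.5 mM fructose-6-phosphate in pH 8.0 TEA buffer. qHTS titrations up to 57 µM; curves classified by quality.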
# TCR activator – activates T cell receptor signaling; 330,000 tested, under 10 active; Potency, µM (series often up to 9.22 µM), for inactives: at the top dose activation of IL-2 secretion, hits mostly activators; primary human leukocytes, anti-CD3, IL-2 HTRF, 48 h; further: % of control where 0% means no effect
#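 Activity was scored as IL-2 release from primary human leukocytes given only a TCR signal (a-CD3 beads) plus compound for 48 hr. Detection used a two-antibody HTRF format read at 665nm.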
# GALK inh – inhibitors of human galactokinase; P51570; Purified GALK, Kinase-Glo residual ATP luminescence; Potency, µM (titrated, usually from 57.5 µM), inactives show at the highest dose activity change, negative = inhibition, actives largely listed as inhibitors; hit rate 0.007% among 270,000; AID 1868; further: potency means the concentration at half of the fitted maximal effect; on the % scale 0 is the no-effect control and ±100 the full control effect
# Target sequence (P51570 whole entry, looked up): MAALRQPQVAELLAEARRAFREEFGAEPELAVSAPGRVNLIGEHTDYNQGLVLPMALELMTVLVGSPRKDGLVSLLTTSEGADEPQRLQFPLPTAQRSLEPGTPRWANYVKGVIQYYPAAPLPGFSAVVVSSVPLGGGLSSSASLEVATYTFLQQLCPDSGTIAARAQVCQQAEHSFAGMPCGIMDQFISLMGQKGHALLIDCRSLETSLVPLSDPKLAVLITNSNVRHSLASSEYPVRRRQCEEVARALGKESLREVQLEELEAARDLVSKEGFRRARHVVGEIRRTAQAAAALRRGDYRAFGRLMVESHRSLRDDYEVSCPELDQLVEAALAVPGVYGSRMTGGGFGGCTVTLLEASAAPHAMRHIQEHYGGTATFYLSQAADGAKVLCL
#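 Human GALK (5 nM) with 35 uM ATP and 100 uM galactose in 20 mM HEPES pH 8.0, 5 mM MgCl2, 60 mM NaCl, 1 mM DTT, 0.01% BSA. After 1 h at room temperature, leftover ATP was read by Kinase-Glo Plus luminescence.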
# Coupling enz – inhibits coupling enzyme system, counter-screen for aldolase hits | activity change, negative = inhibition, % at 58.2 µM, hits read low | coupling enzyme system counterscreen, AmpLite Red fluorescence | AID 2472 | hit rate 0.67% among 290,000; in the data active means activity change below about -30%; further: on the % scale 0 is the no-effect control and ±100 the full control effect
#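 Counterscreen of the coupled detection system alone, without aldolase: glyceraldehyde-3-phosphate coupling enzymes plus AmpLite Red readout. Compounds at 57.5 uM final, 10 min RT preincubation, 20 min RT reaction, fluorescence 525/598 nm.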
# A-T KAP1 phos – candidate therapy for ataxia-telangiectasia | […] A-T fibroblasts, KAP-1 phosphorylation AlphaLISA; neocarzinostatin DNA damage 30 min before lysis | Potency, µM (series often up to 57.5 µM), inactives show at the highest dose activation, most hits filed as activators | hit rate 0.19% among 320,000 | AID 485349; further: potency means the concentration at half of the fitted maximal effect; % of control where 0% means no effect; nearly all actives have a fitted effect of over 45% in size
#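 ATM-like activity read as KAP-1 phosphorylation via AlphaLISA donor/acceptor antibody pairs after lysis and 6 hr at 25C. Cells were ATM-null patient fibroblasts ([…], hTERT), dosed 60 min, then exposed to the DSB inducer NCS for 30 min.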
# MLL CXXC-DNA inh – blocks binding of human MLL CXXC domain to DNA | AID 2662 | Q03164 | hit rate 0.037% among 290,000 | MLL-CXXC / FITC-HOXA9 DNA fluorescence polarization | Potency, µM (titrated, usually from 115 µM), for inactives: top-dose activity change, negative = inhibition, actives largely listed as inhibitors; active means well fitted inhibition curve with a large enough effect in the polarisation, with a control signal flat, not every such curve was filed as active; inconclusive means small, poorly fitted or top-dose-only effect, or effect the other way, or a change in a side signal; inactive means no such curve, though single readings can be large or run the other way; the % refers to the polarisation; further: potency means the concentration at half of the fitted maximal effect
#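 Fluorescence polarization: 7 uM MLL-CXXC (stock) preincubated 5 min with compounds, then 50 nM fluorescein-HOX-A9 DNA (stock) added; 30 min ambient. Buffer 50 mM Tris-HCl pH 7.5, 50 mM NaCl, 1 mM DTT, 0.05% BSA.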
# hERG WT inh – blocks the wildtype human KCNH2 potassium channel | hit rate 0.37% among 340,000 | U2OS, BacMam KCNH2, thallium flux FluxOr; stronger effect = lower value | activity change, % at 1.84 µM | Q12809;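 active means maximum activity change below -70%; inconclusive means maximum activity change between -70% and -50%; inactive means maximum activity change above -50%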; further: on the % scale 0 is the no-effect control and ±100 the full control effect
#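 U2OS cells transduced with wild-type KCNH2 virus are loaded with FluxOr dye for 45 min, and thallium flux is measured in kinetic reads before and after stimulation buffer. Rate constants are normalized to DMSO controls.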
# TSHR antagonist – human thyrotropin receptor antagonism. P16473. TSHR-expressing cells, TSH-stimulated cAMP HTRF, 2 h; stronger effect = lower value. activity change, negative = inhibition, % at 11.5 µM. hit rate 0.2% among 330,000. AID 504810;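 active means activity change below a set negative limit, meaning inhibition stronger than a set level, cut at about -70% in these data; inconclusive means activity change between two set negative limits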; further: on the % scale 0 is the no-effect control and ±100 the full control effect
#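 Inhibition of cAMP made by TSHR-expressing cells under TSH stimulation (4nM final, EC80; 2 h, 37 deg C) is quantified with a one-step lysis HTRF kit, anti-cAMP cryptate versus cAMP-d2.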
# * marks the source's active call; other numbers are inactive results; ? = inconclusive; · = no result given; [ ] = another dose, or the depositor's remark. Unless noted, the call rests on the fitted dose curve; in most records, active means well fitted curve in the direction sought with a large enough effect; inconclusive means small, poorly fitted or top-dose-only effect, or another doubt; inactive means no such curve, though single readings can be large; an effect the other way counts as inactive or inconclusive.
# Sample of the layout, 2 compounds:
SMILES,Chronic BCR inh,Giardia killer,Tb PFK block,TCR activator,GALK inh,Coupling enz,A-T KAP1 phos,MLL CXXC-DNA inh,hERG WT inh,TSHR antagonist
N#CC(Cc1cc2ccccc2n1S(=O)(=O)c1ccccc1)OCc1ccccc1 (stereo not drawn),?,-6,-3%,-2%[46.1 µM],·,·,13%,·,3,7
CCOC(=O)/C(=N\Nc1ccccc1Cl)N1CC(C)OC(C)C1 (stereo not drawn),-5%,-5,-18%,7%,0%,0,?,-19%,1,9

# Results (from the top)
SMILES,Chronic BCR inh,Giardia killer,Tb PFK block,TCR activator,GALK inh,Coupling enz,A-T KAP1 phos,MLL CXXC-DNA inh,hERG WT inh,TSHR antagonist
N#CC(Cc1cc2ccccc2n1S(=O)(=O)c1ccccc1)OCc1ccccc1 (stereo not drawn),?,-6,-3%,-2%[46.1 µM],·,·,13%,·,3,7
CCOC(=O)/C(=N\Nc1ccccc1Cl)N1CC(C)OC(C)C1 (stereo not drawn),-5%,-5,-18%,7%,0%,0,?,-19%,1,9
Cc1cc(C)n2nc(C(=O)N/N=C/c3cn(C)nc3C)nc2n1,?,18,2%,5%,-2%,1,9%,-18%,6,2
O=C(Nc1ccccc1)Nc1csc2ccccc12,?,-13,2%,1%,-1%,-5,47%,22%,1,1
O=C1c2cccnc2C(=O)N1Cc1cccs1,-1%,2,1%,3%,2%,0,-2%,2%,17,11
CN(C)c1cc(NC(=O)CNC(C)(C)C)c2ccccc2n1,?,-22,-1%,9%,·,1,-11%,0%,14,2
COc1ccccc1CC(NC(C)=O)C(=O)N1CCN(C(=O)c2cccs2)CC1 (stereo not drawn),-8%,5,-2%,0%[46.1 µM],0%,2,2%,-6%,10,1
O=C(NNC(=O)c1cc2ccccc2cc1O)Nc1ccc(F)cc1F,7%,-16,3%,8%,5%,2,-1%,?,-5,-6
O=C(O)CC1=C(O)C(=O)N(c2ccccc2)C1c1ccccc1 (stereo not drawn),-1%,-7,-19%,0%,0%,9,2%,13%,-13,12
c1ccc(CCNc2nc(-c3cccnc3)cs2)cc1,?,-6,4%,2%,-1%,-2,7%,2%,4,-27
COc1ccc(N=CC=C2OC(C)(C)C(C)(C)O2)cc1OC,?,-7,1%,17%,1%,-20,23%,-9%,2,-10
CCOC(=O)c1cc(-c2ccccc2C)n(Cc2cc(C)no2)n1,?,-4,-3%,3%,·,·,1%,·,6,-21
O=C(CSc1nncn1-c1cccnc1)Nc1ccccc1[N+](=O)[O-],0%,-9,2%,5%,-1%,-2,-12%,5%,5,-1
CC1Cc2cc(/C(O)=C3/C(=O)C(=O)N(CC4CCCO4)C3c3ccco3)ccc2O1 (stereo not drawn),6%,5,-12%,-2%,1%,-2,6%,13%,-1,10
Cc1csc(NC(=O)c2cccnc2)n1,7%,25,-9%,0%,5%,0,0%,3%,-11,-1
Cc1ccc(OC(=O)C2CSC3(C)CCC(=O)N23)c(Br)c1 (stereo not drawn),2%,0,?,1%,·,·,17%,·,0,12
Cn1c(=O)c2c(nc(CN3CCN(Cc4ccccc4)CC3)n2CCN2CCOCC2)n(C)c1=O,1%,-5,1%,-4%,0%,0,0%,-1%,6,20
CC(C)n1nccc1N(Cc1ccc(Br)cc1)S(=O)(=O)c1ccccc1,21%,3,0%,-2%,13%,2,-2%,-1%,15,-3
CCCCCOC(=O)C1[C@H]2C(=O)N(CCCOC)C[C@]23C=C[C@H]1O3 (stereo partly drawn),1%,-16,0%,0%,3%,0,-2%,-13%,-1,23
O=C(N/N=C/c1c[nH]c2ccccc12)c1cccc([N+](=O)[O-])c1,-4%,-6,-1%,1%[46.1 µM],·,-2,5%,5%,-7,-6
CCN(Cc1ccccc1)C(=O)c1ccccc1C,1%,8,2%,·,0%,1,1%,-3%,24,-7
O=C(Nc1ccc2c(c1)CCC2)Nc1ccc(F)cc1F,?,1,-6%,-3%,2%,·,17%,12%,-20,3
Cn1c(=O)c2c(nc(NCCc3ccccc3)n2CC(=O)NCCc2ccccc2)n(C)c1=O,5%,-8,0%,-7%,3%,-2,2%,3%,-4,-4
O=c1c2cc(Cl)ccc2oc2nc3n(c(=O)c12)CCCS3,0%,35[activator],-1%,3%,3%,1,-4%,1%,1,-15
COc1ccc(/C=C/c2ccc3cccc(O)c3n2)c(OC)c1OC,?,9,9%,0%,3%,-6,-7%,-1%,-2,-4
Cc1cc(C)c(C(=O)NCC2CCCO2)c(C)c1C(=O)NCC1CCCO1 (stereo not drawn),0%,20,5%,-3%,1%,0,8%,5%,-14,-8
CN(Cc1ccccc1)S(=O)(=O)c1ccc2[nH]c(=O)oc2c1,2%,17,1%,-10%,·,9,4%,-9%,-3,0
Cc1ccnc(N2CCC(C(=O)NCc3ccccc3F)CC2)n1,-1%,-1,-1%,2%,-2%,6,5%,-3%,3,128
CC1=NC(=O)C(N=Nc2cccc(O)c2)N1c1ccccc1 (stereo not drawn),7%,-19,3%,1%,0%,-2,6%,-20%,4,-17
COc1cc(-c2c(C#N)c(=O)[nH]c3c2c(C)nn3-c2ccccc2)ccc1O,2%,-19,1%,11%,-7%,11,7%,1%,-7,-31
CCOc1cc(C2Nc3cccc4cccc(c34)N2)ccc1O,-10%,0,-15%,4%,0%,-5,-3%,5%,-8,-7
S=C(NCCN1CCOCC1)N/N=C/c1ccccc1,4%,3,6%,-4%,1%,0,-2%,2%,5,-4
CC(=O)c1cccc(N(CC(=O)NC2CCCCC2)C(=O)c2csnn2)c1,-8%,-26,0%,-5%,5%,4,-9%,1%,-2,4
CCOc1ccc(S(=O)(=O)NCCC(=O)OCN2C(=O)c3ccccc3C2=O)cc1,-1%,-11,-1%,5%,0%,2,8%,-8%,-4,-8
CC(C)C(=O)Nc1nnc(SCC(=O)Nc2ccc3c(c2)OCO3)s1,-2%,-8,5%,10%[46.1 µM],-4%,6,·,2%,5,11
C=CCN1C(=O)/C(=C\c2ccc(Cl)cc2)N=C1SCC(=O)NCCC,-2%,6,0%,1%,0%,4,3%,17%,2,-2
CC(C)(C)OC(=O)NCc1ccc(NC(=O)c2nc[nH]c2C(=O)NCCCCNC(=O)c2[nH]cnc2C(=O)Nc2ccc(CNC(=O)OC(C)(C)C)cc2)cc1,5%,-23,5%,-1%,·,·,4%,·,1,-1
CSCC[C@H](NC(=O)Cc1c(C)c2cc3c4c(oc3cc2oc1=O)CCCC4)C(=O)O,1%,25,0%,9%,·,12,6%,1%,-4,2
Cc1noc(C)c1S(=O)(=O)NCCCN1CCN(Cc2ccccc2)CC1,-2%,·,2%,·,0%,5,-2%,-2%,·,10
CC(C)[C@H](NS(=O)(=O)c1ccccc1)C(=O)OCC(=O)NC(=O)c1cccn1C,3%,-10,8%,0%,1%,-10,7%,6%,-3,26
O=S(=O)(c1ccccc1)N1CCN(C(=S)Nc2ccc(F)cc2)CC1,-5%,5,0%,-1%[46.1 µM],0%,5,-4%,-3%,-3,7
Oc1[nH]c2ccccc2c1N=Nc1c(F)c(F)c(C(F)(F)F)c(F)c1F,?,-11,1%,-8%,-1%,-1,-12%,?,1,6
COc1ccc(C(=O)OCc2ccc(C)cc2)cc1S(=O)(=O)N1CCOCC1,?,-6,-9%,·,·,·,4%,·,6,-3
CC(C)N(Cc1nc(-c2ccccc2)no1)C(=O)c1ccc([N+](=O)[O-])cc1,-2%,4,0%,0%,11%,2,-3%,-17%,-1,-8
N#Cc1ccccc1OCC(=O)NNC(=O)CNC(=O)c1cccc(Br)c1,7%,-15,1%,2%,·,·,5%,·,6,-3
Cc1nc2ccc(N)cc2s1,1%,-4,-1%,0%,4%,0,8%,-1%,-8,-1
Cc1ccccc1OCC(=O)NN1Cc2ccccc2C1=N,?,-11,1%,1%,2%,-1,1%,?,-3,19
O=C(c1ccc(C(=O)N2CCN(c3ccccc3F)CC2)nc1)N1CCN(c2ccccc2F)CC1,-5%,-8,2%,7%,-5%,4,-5%,-5%,-14,-7
Cc1cccc(C)c1NC(=S)/N=C/N(C)C,-5%,-2,-1%,5%,0%,0,-2%,-3%,-1,8
CC(C)(C)/C(O)=C/c1nc2cc(Cl)ccc2oc1=O,-24%,-8,-8%,4%,-3%,0,9%,-1%,-6,-5
O=[N+]([O-])c1ccc2c(c1)nc1n2CCCCC1,14%,5,-3%,-2%,12%,0,6%,2%,9,3
CCOC(=O)c1c(C)[nH]c(C(=O)CSc2nnnn2-c2ccc(C)cc2)c1C,?,-24,-4%,4%,2%,2,-4%,12%,6,6
COC(=O)C1=C(Nc2ccc(C)cc2)C=C(C)C(C(=O)OC)C1c1ccc(OC)cc1 (stereo not drawn),-8%,10,-3%,-2%[46.1 µM],0%,-8,·,6%,-12,-24
COCCn1c(CN(C)Cc2ccccc2)nc2c1c(=O)n(C)c(=O)n2C,2%,7,-1%,-5%,1%,3,7%,0%,6,24
